Compound activity (PubChem)
sdo1 growth = restores growth of sdo1-depleted yeast; 140,000 tested, 0.21% active; z-score at 10 µM; S. cerevisiae sdo1-depleted JHY4D growth rescue, OD600 30 h; stronger effect = higher value; pdr5 snq2 efflux-pump mutant strain; AID 817;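 active means z-score above 3 at both the 24 hr and the 30 hr optical density reads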;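 further: z-score against mean and SD of all compound wells on the same plate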
INS promoter inh = TRM-6 insulin promoter activity inhibition; TRM-6 cells (human fetal islet line), insulin promoter-eGFP reporter, imaging; reporter expression induced with tamoxifen; inhibition, % at 2 µM; 130,000 tested, 0.9% active;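 active means inhibition above the mean plus 3 SD, with well images judged a real hit on visual review, cut at about 60% in these data, passing the limit was not always enough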
sdo1 growth Rescue 24 h = second read-out of sdo1 growth, no call of its own (marks repeat the call); z-score; S. cerevisiae sdo1-depleted JHY4D growth rescue, OD600; measured here: growth rescue at 24 h;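 0 is the plate mean of compound wells and units are plate SD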
* hit, by the source's call; i = inactive; . = not tested or not shown.

1) CC(C)c1nnc(NC(=O)CN(C)S(=O)(=O)c2ccc3c(c2)OCCO3)s1
2) COc1ccc(NC(=O)CSc2nc(C)cc(C(F)(F)F)n2)cc1
3) CC1CCCC(C)N1C(=O)COC(=O)c1ccc(O)cc1 (configuration not stated)
4) CC(=O)c1cccc(NC(=O)N2CCCC2C(=O)Nc2cccc(C)c2)c1 (configuration not stated)
5) O=C(OCc1cc2ccccc2[nH]c1=O)c1cccs1
6) S=C(NCc1ccco1)N1CCN(c2ccc(Cl)cc2)CC1
7) S=C(Nc1ccc(Cl)cc1Cl)Nc1ccccc1Oc1ccccc1
8) O=c1c2cc(N3CCOCC3)ccc2[nH]c(=S)n1CC1CCCO1 (configuration not stated)
9) CC(=O)O[C@H]1CSC[C@H]1NC(=O)c1ccccc1
10) CC(C)(C)NC(=O)c1ccc2c(c1)N(CC(=O)N1CCN(c3ccc(F)cc3)CC1)C(=O)C(C)(C)O2

screen / no.	1	2	3	4	5	6	7	8	9	10
sdo1 growth	0.02	-0.42	0.3	0.62	-0.2	.	-1.31	0.39	0.61	0.25
sdo1 growth Rescue 24 h	-0.65	-0.77	-0.34	0.36	-0.25	.	-0.75	0.06	0.76	-0.02
INS promoter inh	.	-69.4	-20.0	31.2	0.0	-9.1	-36.7	6.2	48.4	.

Quoted from the listing.
no. 5 – sdo1 growth = -0.2
no. 9 – sdo1 growth = 0.61
no. 3 – INS promoter inh = -20.0
no. 1 – sdo1 growth = 0.02

(more compounds)
11) COCCCNC(=S)N1CCC(NC(=O)c2ccco2)CC1
12) CC1CN(C(=S)NC(=O)c2cccc([N+](=O)[O-])c2)CC(C)O1 (configuration not stated)
13) CCCCNC(=O)c1onc(CSc2ccc(F)c(F)c2)c1C(=O)O
14) N#C/C(=C/c1ccc(N2CCOCC2)o1)c1nc2ccccc2[nH]1
15) Cc1ccc2nc(NC(=O)c3cccs3)sc2c1
16) COc1ccc(C(=O)NN2C(=O)C3C(c4ccccc4)C=CC(c4ccccc4)C3C2=O)cc1 (configuration not stated)
17) COc1ccc(NC(=O)c2nc3ccccc3s2)cc1
18) Cc1ccccc1COC[C@H](CC(C)C)N1CCN(C(=O)c2cccc(C(F)(F)F)c2)CCC1=O
19) CC1(C)CCCC2=C1CC1C(=O)N(c3ccccc3)C(=O)C1C2 (configuration not stated)
20) COc1cccc(-n2c(-c3cccc(S(=O)(=O)N(C)C)c3)n[nH]c2=S)c1

screen / no.	11	12	13	14	15	16	17	18	19	20
sdo1 growth	.	0.15	1.6	-1.74	-0.85	-0.77	-0.23	-0.71	-1.84	.
sdo1 growth Rescue 24 h	.	0.2	1.52	-0.97	0.61	-0.98	-0.11	-0.43	-1.47	.
INS promoter inh	2.6	.	.	i	-36.4	.	-33.3	-50.0	.	-40.0

Results in sequence from above.
Entries 11–20 in INS promoter inh: 2.6, ., ., i, -36.4, ., -33.3, -50.0, ., -40.0

Next part:
21) O=C(CNC(=O)c1ccco1)OCc1c(F)cccc1Cl
22) CCOC(=O)c1cc2cc(-c3c(C(=O)OCC)oc4cc(O)cc(O)c4c3=O)ccc2o1
23) COc1ccc(C(O)c2nccn2C)cc1 (configuration not stated)
24) O=C(NC(=S)N1CCN(c2c(Cl)cccc2[N+](=O)[O-])CC1)c1cccs1
25) Cc1cccc(N2CCN(C(=O)NCc3ccc(Cl)cc3)CC2)c1
26) COc1ccc(NC(=O)Nc2c(C)n(-c3ccccc3)c(=O)n2C)cc1OC
27) CCC(C)C(NC(C)=O)C(=O)NC(=O)NC(c1ccccc1)c1ccccc1 (configuration not stated)
28) CN(Cc1ccccc1)C(=O)CCc1ccccc1
29) Clc1ccc(-n2nnnc2CN2CCOCC2)cc1Cl
30) CCn1c(=O)c(C(=O)Nc2ccccn2)c(O)c2ccccc21

screen / no.	21	22	23	24	25	26	27	28	29	30
sdo1 growth	0.85	1.55	0.49	-1.35	-0.43	0.4	-0.62	0.42	0.24	.
sdo1 growth Rescue 24 h	0.87	1.67	0.73	-0.73	-0.34	-0.18	-0.84	-0.31	0.46	.
INS promoter inh	.	.	16.1	-3.6	-70.0	19.1	11.4	-15.2	20.0	14.3

31) O=C(CNC(=O)c1cccc(F)c1)OCc1cc(=O)n2cc(Br)ccc2n1
32) CCCCN1C(=O)c2ccc(C(=O)Nc3cccc(C)c3C)cc2C1=O
33) Cc1ccc2nc(NC(=O)C3CCCN(S(=O)(=O)c4cccc5nsnc45)C3)sc2c1 (configuration not stated)
34) CN(C1CCCCC1)S(=O)(=O)c1ccc(NC(=O)c2ccco2)cc1
35) CCCc1nnc(NC(=O)CN2C(=O)c3ccccc3C2=O)s1
36) CCCCS(=O)(=O)c1sc2nc(C)cc(C)c2c1N
37) Cc1nc(-c2ccccn2)sc1C(=O)Nc1ccc(Cl)c(Cl)c1
38) CCN(CC)CCNc1c2c(c(C#N)c3nc4ccccc4n13)CCCC2
39) COc1ccc2[nH]c(=O)c(CN(CCc3ccccc3)C(C)=O)cc2c1
40) COC(=O)c1ccc(Oc2coc3cc(OCc4cnn(-c5ccccc5)c4)ccc3c2=O)cc1

screen / no.	31	32	33	34	35	36	37	38	39	40
sdo1 growth	0.48	-0.59	-1.48	-1.96	-0.69	0.07	-0.63	-0.69	0.91	0.43
sdo1 growth Rescue 24 h	-0.33	0.76	-1.36	-1.72	-0.13	-0.14	-0.6	2.27	1.28	2.66
INS promoter inh	.	-10.3	.	-20.8	13.3	-3.2	-66.7	0.0	34.3	2.3

41) Cc1ccccc1Nc1c(-c2ccncc2)nc2ccc(Br)cn12
42) Cc1ccc2cc(CN(Cc3nnnn3C3CCCCC3)CC3CCCO3)c(=O)[nH]c2c1 (configuration not stated)
43) CCCn1c2c(c(O)c(C(=O)Nc3ncccc3O)c1=O)CCCC2
44) CCN1C(=O)N(c2ccc(Cl)cc2)C(C)=CC1(C)C
45) O=C(COC(=O)c1ccc2c(c1)S(=O)(=O)N=C1CCCCCN12)NCCc1ccc(F)cc1
46) CC1CCCCN1Cc1cnc(Cl)s1 (configuration not stated)
47) [O-]/C(=C(\C(=S)NCc1ccccc1)[n+]1ccccc1)c1ccc(Cl)s1
48) CN(Cc1ccccc1)Cc1nc2c(c(=O)n(C)c(=O)n2C)n1Cc1ccccc1Cl
49) CCOc1ccc(N2C(=O)CS/C2=N/NC(=O)COc2ccc3ccccc3c2)cc1
50) O=c1[nH]c(/C=C/c2ccccc2[N+](=O)[O-])nc2ccccc12

screen / no.	41	42	43	44	45	46	47	48	49	50
sdo1 growth	-1.04	-0.54	-2.81	0.04	.	1.19	.	-0.88	-0.02	-0.7
sdo1 growth Rescue 24 h	0.07	-0.12	-1.93	-0.87	.	2.34	.	-1.11	-0.08	-0.4
INS promoter inh	0.0	-16.7	.	-28.9	-57.1	-3.3	-36.4	-80.0	-38.0	-266.7

51) CN=c1sc2ccccc2n1CC(O)COCc1ccco1 (configuration not stated)
52) COc1ccc(/C=C2\CC/C(=C\c3ccc(OC)c(OC)c3)C2=O)cc1OC
53) O=C(/C=N\O)NCCCNCc1ccccc1
54) COc1cccc(NC(=O)CSC(N)=O)c1
55) c1ccc(NC2=NCCCCS2)cc1
56) Cc1cccc(NC(=O)CN2C(=O)N/C(=C/c3ccc(C)o3)C2=O)c1
57) Cc1ccc2nc(SCC(=O)N3CCCC3)[nH]c2c1
58) CN1CCN(CCCC(=O)c2ccc(C3CCCC3)cc2)CC1
59) CCOc1c(/C=C(\C#N)C(N)=O)c2ccccc2n1CC
60) CC(=O)C1=C(O)C(=O)N(CCNCCO)C1c1ccccc1 (configuration not stated)

screen / no.	51	52	53	54	55	56	57	58	59	60
sdo1 growth	0.56	-1.03	1.16	0.83	0.06	-0.09	-0.55	1.67	-0.18	0.45
sdo1 growth Rescue 24 h	0.02	-0.71	1.37	0.26	-1.19	1.08	-0.77	1.11	-0.68	-0.2
INS promoter inh	7.1	8.3	.	33.3	19.4	-9.7	.	-83.3	43.8	-14.3

4 compounds out of the list, ordered by SMILES length, ascending:
53) O=C(/C=N\O)NCCCNCc1ccccc1
51) CN=c1sc2ccccc2n1CC(O)COCc1ccco1 (configuration not stated)
59) CCOc1c(/C=C(\C#N)C(N)=O)c2ccccc2n1CC
60) CC(=O)C1=C(O)C(=O)N(CCNCCO)C1c1ccccc1 (configuration not stated)

screen / no.	53	51	59	60
sdo1 growth	1.16	0.56	-0.18	0.45
sdo1 growth Rescue 24 h	1.37	0.02	-0.68	-0.2
INS promoter inh	.	7.1	43.8	-14.3

Additional compounds follow.
61) CCc1ccc(OCCOCC(O)CNC(C)CC)cc1 (configuration not stated)
62) ON1C(c2ccccc2)CC2(O)c3nonc3CCC12 (configuration not stated)
63) Cn1c(/C(C#N)=C(\O)CN2CCN(Cc3ccccc3)CC2)nc2ccccc21
64) Cc1cc(C(=O)NNC(=O)c2ccc(S(=O)(=O)N(C)C)cc2)c(C)o1
65) COc1ccc(CNC(=O)CN(CC2CCCO2)C(=O)CNS(=O)(=O)c2ccc(F)cc2)cc1 (configuration not stated)
66) NC(=O)c1c(NC(=O)c2cccnc2)sc2c1CCCC2
67) Cc1ccc(NC(=O)c2ccc3c(c2)N(CC(=O)N2CCCCC2)C(=O)C(C)(C)O3)cc1
68) Cc1c(/C=N/NC(=O)c2cccnc2)c2ccccn2c1C(=O)c1ccc(F)cc1
69) Cc1ccc(C(=O)/C=C/Nc2cccc([N+](=O)[O-])c2)o1
70) Cc1nn(-c2ccc(F)cc2F)c2c1-c1nc(N3CCCC3)ncc1CC2

screen / no.	61	62	63	64	65	66	67	68	69	70
sdo1 growth	0.18	0.36	-0.22	0.2	-0.06	.	-0.52	-0.25	0.63	-1.84
sdo1 growth Rescue 24 h	0.05	0.42	0.95	-0.69	0.1	.	-0.78	0.2	-0.27	-1.37
INS promoter inh	-32.0	.	.	-30.8	11.1	43.8	16.7	-32.0	50.0	.

Among those listed so far, 4 contain a cyano group:
14) N#C/C(=C/c1ccc(N2CCOCC2)o1)c1nc2ccccc2[nH]1
38) CCN(CC)CCNc1c2c(c(C#N)c3nc4ccccc4n13)CCCC2
59) CCOc1c(/C=C(\C#N)C(N)=O)c2ccccc2n1CC
63) Cn1c(/C(C#N)=C(\O)CN2CCN(Cc3ccccc3)CC2)nc2ccccc21

screen / no.	14	38	59	63
sdo1 growth	-1.74	-0.69	-0.18	-0.22
sdo1 growth Rescue 24 h	-0.97	2.27	-0.68	0.95
INS promoter inh	i	0.0	43.8	.

Continuation:
71) COCCn1c(SCC(=O)N2CCCc3ccccc32)nc2cccnc21
72) Cc1cc(=O)[nH]c(SCc2nnc(-c3ccccc3)o2)n1
73) N#CNC(=Nc1cccc(F)c1)SCc1ccccc1
74) CCCCOc1ccc(N2CC(C(=O)NCCc3ccc(OC)c(OC)c3)CC2=O)cc1 (configuration not stated)
75) CCc1nc(N[C@@H](Cc2c[nH]c3ccccc23)C(=O)O)c2oc3ccccc3c2n1
76) O=C(O)CSCC(=O)Nc1ccc(Cl)cc1C(F)(F)F
77) CCc1cc2c(SCC(=O)Nc3cc(C)on3)ncnc2s1
78) Cc1cc(OC(=O)c2ccc(Cl)cc2)cc(=O)n1C
79) O=C1c2ccccc2C(=O)N1CCSc1ccccc1
80) Cc1cccc(C(=O)N2CCN(C(=O)c3cccc(C)c3)C(C)C2)c1 (configuration not stated)

screen / no.	71	72	73	74	75	76	77	78	79	80
sdo1 growth	0.07	0.81	-0.37	.	0.38	.	.	2.24	-1.37	0.42
sdo1 growth Rescue 24 h	-0.61	0.78	-1.06	.	-0.92	.	.	2.34	-1.26	0.06
INS promoter inh	-11.1	17.9	14.3	-21.4	-21.2	-29.4	13.5	.	46.1	4.2

81) COc1ccc(S(=O)(=O)N2CCC(C(=O)Nc3c(F)cccc3F)CC2)cc1
82) Nc1ccc(-n2nncc2-c2ccc(Cl)cc2)cc1
83) Cn1cccc1CC(=O)NNC(=O)Nc1ccc(F)cc1
84) COc1ccccc1N1C(N)=NC(N)=NC1(C)C
85) Cc1cc(=O)[nH]c(SCc2cc(=O)n3nc(C)sc3n2)n1
86) Cn1c2ccccc2c2cc(C(=O)N3CCOCC3)sc21
87) O=C(NCCO)c1ccc2c(c1)S(=O)(=O)c1ccccc1C2=O
88) COc1ccccc1/C=N/NC(=O)CC(=O)Nc1ccc(Cl)c(Cl)c1
89) N#Cc1ncc(C(F)(F)F)cc1Sc1ccccc1N
90) CC(=O)c1ccc(NC(=O)COC(=O)c2ccccc2N=Nc2ccc(N(C)C)cc2)cc1
91) CCN(CC)c1ccc(-c2nnc(SCC(=O)Nc3ccccc3C#N)n2-c2ccccc2)cc1

screen / no.	81	82	83	84	85	86	87	88	89	90	91
sdo1 growth	-0.16	12.7*	-0.05	0.19	1.59	-0.07	0.43	-0.74	-0.62	-0.14	-1.15
sdo1 growth Rescue 24 h	-0.75	6.71*	-0.65	1.4	0.88	-0.59	-0.21	-1.05	-0.66	-0.09	-0.94
INS promoter inh	.	-26.7	-150.0	-37.5	.	10.0	-71.4	.	.	.	0.0
